# Abeta rescue = qHTS for compounds that reverse cellular toxicity of Amyloid beta (A-beta) peptide in yeast: Primary Screen; Potency, µM (doses to about 46.1 µM), without a hit: at the highest dose growth rescue, usual class: activators; 410,000 tested, 0.063% active; yeast expressing A-beta42, growth rescue, OD600, 48 h; response scale: 0% DMSO, 100% iron-clioquinol control; AID 1347071, 2019; also: potency is read from the fitted curve at half-maximal effect; nearly all actives have a fitted effect of over 55% in size
#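 Yeast A-beta toxicity model in growth medium with pinned compounds, 48 h at 30 C; growth read as absorbance at 600 nm. Normalized to FeCl3/clioquinol equimolar mix (positive) and DMSO (negative).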
# Nrf2 activator = qHTS of Nrf2 Activators; AREc32 ARE-luciferase reporter (MCF7-derived line), luminescence, 24 h; Potency, µM (series often up to 46.1 µM), for the others: top-dose activation, usual class: activators; 410,000 tested, 0.31% active; AID 624171, 2012; also: potency is read from the fitted curve at half-maximal effect; % of control where 0% means no effect; nearly all actives have a fitted effect of over 65% in size
#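 Steps: seed AREc32_Fluc cells (1000/well, 5% FBS OPTI-MEM); incubate overnight at 37 deg C; add 23 nL compound; incubate 24 hr; add Steady-Glo; hold 30 min RT; read luminescence.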
# A549 viability = Nrf2 qHTS screen for inhibitors: counterscreen for cytotoxicity; A549 ARE-Fluc cells, CellTiter-Fluor viability, 18-24 h; Potency, µM (doses to about 46 µM), without a hit: at the highest dose activity change, negative = cytotoxicity, hits mostly inhibitors; 390,000 tested, 0.16% active; also: potency is read from the fitted curve at half-maximal effect; % is scaled to controls: 0 for no effect and ±100 for the full control effect
#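 A549 ARE_Fluc cells in 5% FBS OPTI-MEM were exposed to compounds in concentration-response for 18-24 h at 37 deg C. Viability was read by CellTiter-Fluor fluorescence (Ex 405/Em 525) after 30 min, before the luciferase read.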
# TGFb inhibitor = qHTS for Inhibitors of TGF-b | HepG2 CAGA-GFP TGF-b/SMAD3 reporter, GFP fluorescence, 18 h; TGF-beta stimulated, 500 pg/mL final | 410,000 tested, 1.2% active | Potency, µM (titrated, usually from 46.1 µM), without a hit: top-dose activity, negative = inhibition, most hits filed as inhibitors | AID 588855, 2011; also: potency is read from the fitted curve at half-maximal effect; % is scaled to controls: 0 for no effect and ±100 for the full control effect; nearly all actives have a fitted effect of over 65% in size
#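 HEPG2 CAGA-GFP reporter cells (1000/well, DMEM with 1% FBS) received compounds, then recombinant TGF-beta at 500 pg/mL final for 18 hours at 37 degrees C. Per-cell GFP summed per well was normalised to unstimulated and stimulated DMSO controls before curve fitting.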
# HepG2 viability = qHTS for Inhibitors of TGF-b: Cytotox Counterscreen; HepG2 CAGA-GFP viability, ATP luminescence, 18 h; Potency, µM (titrated, usually from 46.1 µM), for the others: at the highest dose activity change, negative = cytotoxicity, most hits filed as cytotoxic; 410,000 tested, 0.76% active; also: potency is read from the fitted curve at half-maximal effect; some results filed as inactive show a strong effect at the top dose
#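 HepG2 CAGA-GFP cells (1000/well, DMEM with 1% FBS) received compound, then TGF-beta at 500 pg/mL final, and were incubated 18 hours at 37 degrees C. Viability was read by CellTiter-Glo luminescence. Media-only wells were set as complete cell-killing and DMSO as no toxicity.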
# MmCpn inh = Inhibitors of TCP-1 ring complex (TRiC) of Methanococcus maripaludis (MmCpn): qHTS. Chaperonin Mm-Cpn (Methanococcus maripaludis). purified Mm-Cpn ATPase, ADP Transcreener TR-FRET. Potency, µM (doses to about 76.9 µM), inactives show at the top dose activity, negative = inhibition, most hits filed as inhibitors. 330,000 tested, 0.031% active. AID 504842, 2011; also: potency is read from the fitted curve at half-maximal effect; % is scaled to controls: 0 for no effect and ±100 for the full control effect; nearly all actives have a fitted effect of over 80% in size
#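 Inhibition of chaperonin ATP hydrolysis is measured as reduced ADP production, detected by competitive TR-FRET in which signal falls with ADP. Final enzyme 25 nM and ATP 10 uM, reacted 30 min at 37°C.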
# CCT modulator = High-Throughput Screening for Modulators of Cytosolic Chaperonin Activity | purified chaperonin ATPase assay, HTRF ADP detection, 30 min | activity change, % (concentration not given with the values), hits read low | 360,000 tested, 0.3% active | AID 651819, 2012; in the data active = activity change below about -30%; also: % is scaled to controls: 0 for no effect and ±100 for the full control effect
#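 TRiC at 40 or 20 nM final (batch-dependent) in 30 mM Tris pH 7.4, 100 mM KCl, 5 mM MgCl2, 1 mM DTT, with compound at single 76 uM and 10 uM ATP, 30 min at 37 deg C. ADP detected by HTRF Transcreener, 665/615 ratio.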
# Nrf2 inh = Nrf2 qHTS screen for inhibitors. A549 ARE-Fluc reporter, luciferase luminescence, 18-24 h. Potency, µM (series often up to 46 µM), for the others: at the top dose activity change, negative = inhibition, hits mostly inhibitors. 360,000 tested, 2.1% active. AID 504444, 2011; also: potency is read from the fitted curve at half-maximal effect; % is scaled to controls: 0 for no effect and ±100 for the full control effect; nearly all actives have a fitted effect of over 60% in size
#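 A549 ARE_Fluc cells, 5000/well, 5% FBS OPTI-MEM; compounds in dose-response, 18-24 h at 37 °C/5% CO2; CellTiter-Fluor viability read (Ex 405/Em 525), then BugLite luciferase luminescence = Nrf2 activity.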
# Akt phos inh = HTS Assay for Inhibitors of Akt Phophorylation: Primary Screen; Neuro2A IGF-stimulated pAkt S473 HTRF, 20 min; active compounds read low; activity change, % for hits at 50 µM; 360,000 tested, 0.32% active; AID 651550, 2012; in the data active = activity change below about -80%; inconclusive = mostly about -51% to -80%; also: % is scaled to controls: 0 for no effect and ±100 for the full control effect
#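 Single-point screen (50 µM final compound) in Neuro2A cells stimulated 20 min with 6 nM IGF at 37 deg C. After lysis, Ser473-phosphorylated Akt read by HTRF (ex 330 nm, em 615/665 nm) as the 665/615 ratio.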
# Active calls of the source: *; i = inactive; u = inconclusive; x = no result given; [ ] = dose if it differs, or a comment. Unless noted, calls follow the shape of the dose curve; as a rule, active = well fitted curve in the direction sought with a large enough effect; inconclusive = small, poorly fitted or top-dose-only effect, or another doubt; inactive = no such curve, though single readings can be large; an effect the other way counts as inactive or inconclusive. Rows are unselected; overall some 4.3% were active at least once.
SMILES,TGFb inhibitor,CCT modulator,HepG2 viability,Nrf2 inh,MmCpn inh,Nrf2 activator,A549 viability,Akt phos inh,Abeta rescue
COc1ccccc1NC(=O)c1ccc(-n2ccnc2)c([N+](=O)[O-])c1,-14%,0.1,-18%,u,-2%,-0.5%,4%,i,-8%
S=C(NCCc1ccccc1)NC1CC1,8%,-1.4,2%,-6%,1%,-0.8%,2%,i,6%
Oc1ccc(Br)cc1/C=N/NC(=S)NCCc1ccccc1,u,0.7,-185%,-10%,-2%,0.5%,-7%,i,u
CC(Oc1ccc(Cl)cc1)C(=O)Nc1ccc(S(=O)(=O)N2CCOCC2)cc1 (stereo not drawn),-2%,-0.1,-2%,-7%,-2%,0.6%,1%,i,10%
O=C(COc1ccc(Cl)cc1Cl)NCCN1CCCC1,4%,0.7,-21%,x,x,-0.7%,x,i,0%
COc1ccc(N/C=C\C(=O)c2ccc(C)cc2)cc1OC,1%,-1.1,5%,u,5%,3.5%,-5%,i,-32%
O=C(Nc1nnc(SCc2ccccc2)s1)c1cccs1,7%,-0.7,-32%,27%,-1%,18%,-2%,i,4%
CC(C)C(NC(=O)c1ccccc1F)C(=O)Nc1ccc2c(c1)OCO2 (stereo not drawn),5%,1.2,15%,u,-26%,0.9%,-1%,i,4%
Fc1cc(Cl)cc2ccc(-c3ccccc3)nc12,u,0.1,-85%,x,x,u,x,i,-18%
CCNC(=O)Cn1cnc2c1c(=O)n(C)c(=O)n2C,3%,-2.4,-35%,-3%,-3%,0.1%,-3%,i,-3%
NS(=O)(=O)c1ccc(NC2=CC(c3ccc(F)cc3)N(c3ccc(S(N)(=O)=O)cc3)C2=O)cc1 (stereo not drawn),-9%,-1.1,-7%,2%,-1%,2.2%,3%,i,16%
COc1cccc(CNC(=O)c2ccc3nc(-c4ccccc4)c(-c4ccccc4)nc3c2)c1OC,58%[activator],x,-1%,x,x,1.3%,0%,x,12%
CCn1cc(-c2ccccc2)c(C(=O)O)c1-c1ccc(OC)cc1,-6%,0.3,-1%,3%,0%,-0.3%,-3%,i,9%
COC(=O)/C=C/S(=O)(=O)c1ccc(NC(C)=O)cc1,20%,0.4,-15%,4%,-1%,0.2%,-16%,x,1%
CCC(=O)Nc1c(C(=O)Nc2ccc3c(c2)OCCO3)oc2ccccc12,-9%,-1.6,-38%,u,-3%,2.9%,0%,i,14%
CCOC(=O)/C(C(=O)Nc1ccc(Br)cc1)=C1/NC(C)(C)Cc2ccccc21,2%,-0.5,-14%,14%,3%,3.4%,6%,i,0%
COc1ccc(N(CC(=O)NCCC2=CCCCC2)S(=O)(=O)c2ccc(C)cc2)cc1OC,-17%,-3.1,1%,-20%,3%,-0.4%,-11%,i,-10%
CC1COCC(C)N1C(=O)c1cccnc1 (stereo not drawn),3%,1.5,4%,x,x,0.2%,x,i,-6%
CC(C)Cn1c(-c2ccco2)csc1=Nc1cccnc1,u,-0.4,-1%,7%,-1%,0.0%,1%,i,3%
Cc1cccc(-n2nc([N+](=O)[O-])c(=NC3CCN(Cc4ccccc4)CC3)n2O)c1,u,0.5,16µM*,27%,1%,0.3%,u,i,-6%
COc1cc(-n2nc(C)c3c2OC(N)=C(C#N)C3c2ccccc2)c(Cl)c(Br)c1O (stereo not drawn),u,-0.4,-32%,23%,-4%,26%,-6%,i,-19%
COc1ccc(NC(=O)CN(C)S(=O)(=O)c2ccccc2)cc1,0%,-2.8,3%,1%,0%,1.0%,14%,i,-3%
COc1ccc(Cn2c(C3CCCCC3)nc3c(c(=O)c4ccccc4n3C)c2=O)cc1,12%,0.0,-17%,0%,1%,-0.7%,-7%,i,-6%
O=C1c2ccccc2C(=O)C1Cc1cccc2ccccc12,0%,1.2,-15%,-2%,2%,13%,-11%,i,-12%
CCOc1ccc(-n2ccnc2SCC(=O)Nc2cc(C)on2)cc1,u,-1.4,-4%,u,-5%,0.2%,-11%,i,0%
CCCCn1c(/N=C/c2ccccc2NS(=O)(=O)c2ccc(C)cc2)nc2ccccc21,16µM*,2.2,-4%,11%,2%,0.7%,-9%,i,-10%
CCOCCc1nn2c(=O)cc(COC(=O)c3ccc(NC(=O)C4CCCCC4)cc3)nc2s1,7%,x,-36%,x,x,3.3%,0%,x,-11%
O=C(CSc1nnc(-c2ccccc2F)n1C1CC1)NC(=O)c1cccc([N+](=O)[O-])c1,6%,0.0,7%,7%,3%,0.1%,-2%,i,11%
CC(NC(=S)NC1CCCCC1)c1ccc(C(C)(C)C)cc1 (stereo not drawn),u,-2.3,-15%,u,2%,4.5%,1%,i,u
Cc1ccccc1N(CC(=O)Nc1ccccc1C(=O)NCc1ccco1)S(=O)(=O)c1ccccc1,0%,-3.3,0%,-26%,1%,10%,-1%,i,-4%
O=C(OCc1nnc(-c2ccccc2)o1)c1cc(Cl)ccc1[N+](=O)[O-],-7%,-1.1,-41%,27%,1%,15%,9%,i,-29%
CCC(C)(C)NC(=O)C(c1ccc(OC)cc1)N(C(=O)CCC(=O)Nc1cc(C)on1)c1cccc(OC)c1 (stereo not drawn),13%,-1.5,-46%,-14%,1%,-0.7%,-14%,i,-16%
COc1cc(OC)c(NC(=O)Cn2c(=O)oc3cc(S(=O)(=O)N4CCCC4)ccc32)cc1Cl,-6%,x,-25%,x,x,-0.8%,-17%,x,-22%
Cc1ccccc1OCC(=O)NCCNC(=O)c1cccnc1,4%,0.2,9%,-12%,0%,0.0%,-1%,i,4%
CC(C)NC(=O)c1ccc(N(Cc2ccccc2)S(C)(=O)=O)cc1,10%,1.2,18%,-5%,u,0.4%,3%,i,15%
COc1ccc(CCNc2ncnc3c2nnn3C)cc1OC,-7%,x,-1%,x,x,-0.7%,-5%,x,6%

# An excerpt from further up, for reference:
SMILES,TGFb inhibitor,CCT modulator,HepG2 viability,Nrf2 inh,MmCpn inh,Nrf2 activator,A549 viability,Akt phos inh,Abeta rescue
CCOc1ccc(-n2ccnc2SCC(=O)Nc2cc(C)on2)cc1,u,-1.4,-4%,u,-5%,0.2%,-11%,i,0%
CCCCn1c(/N=C/c2ccccc2NS(=O)(=O)c2ccc(C)cc2)nc2ccccc21,16µM*,2.2,-4%,11%,2%,0.7%,-9%,i,-10%

# Complete entries from above. Order of screens: TGFb inhibitor, CCT modulator, HepG2 viability, Nrf2 inh, MmCpn inh, Nrf2 activator, A549 viability, Akt phos inh, Abeta rescue
# Listed for Cc1ccccc1N(CC(=O)Nc1ccccc1C(=O)NCc1ccco1)S(=O)(=O)c1ccccc1 = 0%, -3.3, 0%, -26%, 1%, 10%, -1%, i, -4%
# Listed for CC(C)NC(=O)c1ccc(N(Cc2ccccc2)S(C)(=O)=O)cc1 = 10%, 1.2, 18%, -5%, u, 0.4%, 3%, i, 15%
# Listed for CC(NC(=S)NC1CCCCC1)c1ccc(C(C)(C)C)cc1 (stereo not drawn) = u, -2.3, -15%, u, 2%, 4.5%, 1%, i, u
# Listed for COc1ccc(CCNc2ncnc3c2nnn3C)cc1OC = -7%, x, -1%, x, x, -0.7%, -5%, x, 6%
# Listed for CCOc1ccc(-n2ccnc2SCC(=O)Nc2cc(C)on2)cc1 = u, -1.4, -4%, u, -5%, 0.2%, -11%, i, 0%

# The listing continues.
SMILES,TGFb inhibitor,CCT modulator,HepG2 viability,Nrf2 inh,MmCpn inh,Nrf2 activator,A549 viability,Akt phos inh,Abeta rescue
COc1ccccc1N=Nc1c(C)noc1C,16%,-1.2,0%,5%,0%,0.3%,-3%,i,-1%
CN1C(=O)[C@H]2[C@@H](/C=C/c3ccccc3)N3C(=O)CN(Cc4ccc(-c5ccccc5)cc4)C(=O)[C@@]3(C)[C@H]2C1=O,u,1.0,-5%,3%,-1%,5.8%,-1%,i,8%
CCN(CC)S(=O)(=O)c1cc(NC(=S)NC(=O)C2CCCC2)ccc1C,u,-2.6,-21%,u,0%,2.3%,3%,i,22%
COC(=O)CNC(=O)c1ccccc1[N+](=O)[O-],2%,-0.3,19%,-1%,x,0.3%,4%,i,10%
COc1ccc(CCN2CC(C(=O)Nc3cc(S(C)(=O)=O)ccc3Cl)CC2=O)cc1OC (stereo not drawn),-6%,-3.3,4%,-9%,-1%,-0.5%,-6%,i,13%
CN(C)/C=C1\C(=O)N(c2ccc(F)cc2F)C(c2cccnc2)S1(=O)=O (stereo not drawn),-12%,-1.4,23%,7%,0%,-0.2%,4%,i,19%
O=C(CN1CCN(c2ccccc2)CC1)c1ccc2cc[nH]c2c1,-5%,-0.5,-9%,-9%,-1%,4.1%,7%,i,-12%
CC1(C(=O)NS(=O)(=O)C2CC2)CCCN(C(=O)Cc2ccc(F)cc2)C1 (stereo not drawn),36%[activator],-0.9,13%,x,x,-0.9%,x,i,-13%
CC(OC(=O)Cc1c(F)cccc1Cl)C(=O)NC1CCCCC1C (stereo not drawn),27%,4.6,14%,5%,-1%,-1.0%,16%,i,-18%

# Screening data as filed in PubChem.
